# Tb PYK inh: qHTS of Trypanosoma Brucei Inhibitors | actives 0.12% (n = 410,000) | TbPYK enzyme, Kinase-Glo Plus ATP luminescence, 45 min | AID 624173, 2012 | pyruvate kinase (Trypanosoma brucei), Q57TT1 | Potency, µM (doses to about 76.8 µM), for the others: at the highest dose activity, negative = inhibition, actives largely listed as inhibitors; active = well fitted inhibition curve with a large enough effect; also: nearly all actives have a fitted effect of over 50% in size
#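 ADP (130 uM final) triggers the TbPYK reaction after compound addition; incubation is 45 min at room temperature. Kinase-Glo Plus is then added and luminescence imaged. Normalized data are fitted to concentration-effect curves.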
# The depositor's hits bear a star; [ ] = remark or other dose. % is scaled to controls: 0 for no effect and ±100 for the full control effect; potency is read from the fitted curve at half-maximal effect. A portion of the library, so the mix of outcomes need not match the whole.
Molecule	Tb PYK inh
CCc1ccc(-n2nc(C)c3c(C(=O)Nc4cc(OC)cc(OC)c4)cc(C)nc32)cc1	1.0%
CC(C)c1cc(C(=O)NCc2ccccc2)no1	-2.5%
COc1ccc(C)cc1NC(=O)CC(=O)Nc1ccc2nc3n(c(=O)c2c1)CCCCC3	3.3%
O=S(=O)(c1ccc(Br)s1)N1CCN(c2cccc(C(F)(F)F)c2)CC1	-0.9%
CSc1ccc(CCNC(=O)c2cc3cc(S(=O)(=O)N4CCCCC4)ccc3n2C)cc1	-12.2%
COc1ccc(NC(=O)CN2C(=O)COc3ccc(S(=O)(=O)Nc4ccccc4)cc32)cc1	-1.2%
COCCOC(=O)C1=C(C)N=C2SCCC(=O)N2C1c1ccc(OCc2ccccc2)c(OC)c1 (stereo not given)	1.9%
Cc1cc(=O)n(CC(=O)Nc2cccc([N+](=O)[O-])c2)c(-n2nc(C)cc2C)n1	2.2%[15.4 µM]
Cc1cccc(NC(=O)c2cccc(N3CCCS3(=O)=O)c2)c1	-0.9%
O=C(Cn1ncc2c([nH]c3ccccc32)c1=O)Nc1cc(F)ccc1F	-5.7%
Cc1cccc(Cn2c(SCc3ccc(C(=O)NCCc4ccccc4)cc3)nc3cccnc32)c1	-1.3%
CC(=O)N1CCC2(CC1)CCN(C(c1ccccc1)c1ccccc1)CC2	-1.7%

# Next section, starting with the last three of the part before.
Molecule	Tb PYK inh
O=C(Cn1ncc2c([nH]c3ccccc32)c1=O)Nc1cc(F)ccc1F	-5.7%
Cc1cccc(Cn2c(SCc3ccc(C(=O)NCCc4ccccc4)cc3)nc3cccnc32)c1	-1.3%
CC(=O)N1CCC2(CC1)CCN(C(c1ccccc1)c1ccccc1)CC2	-1.7%
CCOC(=O)N1CCc2c(sc3c2c(=O)n(-c2ccc(CC)cc2)c(=O)n3CC(=O)c2ccc(F)cc2)C1	1.9%
CCOc1ccccc1NC(=O)C1CCN(S(=O)(=O)Cc2ccccc2)CC1	0.5%
COc1ccc(CCNC(=O)c2ccc3c(c2)N(Cc2ccccc2Cl)C(=O)c2ccccc2S3)cc1OC	3.6%
Cc1cccc(-c2nc3c4ccccc4nc(N4CCN(c5cc(C)ccc5C)CC4)n3n2)c1	4.7%
CCCc1ccc(S(=O)(=O)N2CCC(c3nnnn3-c3ccc(OC)cc3)CC2)cc1	1.7%
CCOc1ccc(NC(=O)c2c(NCc3sccc3C)sc3c2CCCCC3)cc1	-26.6%
CCOC(=O)C1CCCN(S(=O)(=O)c2cc3c4c(c2)CC(=O)N4CCC3)C1 (stereo not given)	-7.7%
COc1cc(C2C(C(=O)OC(C)C)=C(C)N=C3SCCC(=O)N32)ccc1OCc1ccccc1 (stereo not given)	-0.6%
CCOC(=O)c1c(NC(=O)c2ccc(S(=O)(=O)N3CCC(C)CC3)cc2)sc2c1CCN(C(C)C)C2	-2.4%
CCc1ccc(NC(=O)Cn2c(=O)c3cc(Cl)ccc3n3nncc23)cc1	-13.6%
Fc1ccc(Cn2c(-c3cccc(Br)c3)nc3ccccc32)cc1	-2.1%
COc1ccc(-c2n[nH]c3c2cnc2ccc(F)cc23)cc1	2.1%
COc1ccc(Cn2c(CO)cnc2SCC(=O)NCc2ccco2)cc1	0.3%
CC1CCN(C(=O)C2COc3ccccc3C2)CC1 (stereo not given)	0.7%
CCOc1ccc(NC(=O)c2cc3c(s2)-c2ccccc2OC3)cc1	-4.7%
Cc1nc2sc(C(=O)Nc3ccc(F)cc3)c(N)c2c(-c2ccc(Br)cc2)c1C(=O)Nc1ccc(Cl)cc1	1.5%
CCCCNC(=O)Cn1ncc2c(C)n(Cc3cccc(Cl)c3)c(C)c2c1=O	-2.3%
CN(C(=O)CSc1nc2c(c(=O)[nH]1)CCCC2)c1ccccc1	0.7%
COc1ccc(OC)c(CCNC(=O)C2=C(C)C(=O)OC23CCC(C)CC3)c1 (stereo not given)	1.2%
COc1ccc(-c2nc3ccccc3o2)cc1NC(=O)COc1c(C)cc(Cl)cc1Cl	0.6%
COc1ccc(C)cc1NC(=O)CCn1nc(C)cc1C	-6.4%
CCc1ccc(S(=O)(=O)c2cn(Cc3ccc(OC)cc3)c3cc(OC)c(OC)cc3c2=O)cc1	12.1%
O=C(CS(=O)(=O)c1nc(-c2ccc(Cl)cc2)cn1-c1ccccc1)Nc1cccc(Cl)c1	-13.0%
O=C(Cn1c(-c2cccs2)cc2cc(Cl)ccc21)N1CCN(c2ccccc2F)CC1	-3.9%
COc1ccc(NC(=O)c2cc3c(=O)n(Cc4cccnc4)ccc3nc2C)cc1OC	4.7%
CCOc1ccccc1NC(=O)Cn1nnc(C(=O)Nc2ccc(C)c(C)c2)c1N	-2.6%
Cc1c(C(=O)N2CCCC2)oc2c1-c1nn(CC(=O)NCc3cccc(F)c3)cc1CC2	3.0%
Cc1ccc(S(=O)(=O)C(CNS(=O)(=O)c2ccc(F)c(C(F)(F)F)c2)c2ccco2)cc1 (stereo not given)	5.3%
CCc1ccc(OCC(=O)Nc2ccc3c(c2)c2ccccc2n3CC)c(Br)c1	-0.5%
COc1cccc(N2CCN(C(=O)C3CCN(S(=O)(=O)c4cn(C)cn4)CC3)CC2)c1	-3.0%
COc1ccc(NC(=O)C2CCN(S(=O)(=O)c3cn(C)cn3)CC2)cc1Cl	6.1%
COc1ccc(-c2cc(C(F)(F)F)n3nc(C(=O)Nc4cc(C(F)(F)F)ccc4Cl)cc3n2)cc1OC	0.4%
CCOC(=O)c1ccc(N2CCN(c3ccccc3OC)CC2)c(NC(=O)Nc2ccc(CC)cc2)c1	-1.0%
Cc1ccc(-n2c(=O)c3c(C)c(C(=O)N(C)C)sc3n(CC(=O)C(C)(C)C)c2=O)cc1C	0.3%
CSc1oc(-c2cccs2)nc1S(=O)(=O)c1ccc(Br)cc1	0.1%
COc1ccc(CCNC(=O)c2ccc3c(c2)N(Cc2cccc(Cl)c2)C(=O)CS3)cc1OC	4.3%
Cc1ccc2c(c1)-c1c(c(C(=O)N3CCN(c4cc(C)ccc4C)CC3)nn1C)CS2	-13.8%
Cc1ccc2c(=O)cc(C(=O)Nc3ccc(S(=O)(=O)Nc4nc(C)cc(C)n4)cc3)oc2c1	1.7%
COc1cc(C(=O)Nc2ccc3nc(SCc4ccccc4)sc3c2)cc(OC)c1OC	1.2%
Cc1ccc(N2CC(NC(=O)Cc3cccs3)CC2=O)cc1C (stereo not given)	4.7%
CC(=O)N1CCCc2cc(S(=O)(=O)N(C)CC(=O)Nc3ccc(C(C)C)cc3)ccc21	3.2%
O=C(NCc1ccc(F)cc1)C(=O)NCC(c1ccco1)S(=O)(=O)c1cccs1 (stereo not given)	-1.4%
CCC(C)NC(=O)CCCn1c(=O)c2cccn2c2ccccc21 (stereo not given)	-1.3%
Cc1cccc(N(C)C(=O)c2cc3c(=O)oc4ccc(C)cc4c3s2)c1	2.3%
CCN(C(=O)CCS(=O)(=O)c1ccc2c(c1)CCN2C(C)=O)c1cccc(C(F)(F)F)c1	-4.8%
Cc1ccc(-n2nc(C(=O)N3CCN(c4cc(Cl)ccc4C)CC3)c3c4ccccc4n(C)c3c2=O)cc1	0.0%
COc1cc(OC)cc(C(=O)N2CCC(c3ccncc3)CC2)c1	2.3%
CCOC(=O)c1cc(-c2ccccc2)n(-c2cccc(C(=O)Nc3ccc(F)c(F)c3)c2)c1C	1.9%[15.4 µM]
CCOc1ccc(N2CC(NC(=O)CCc3ccccc3)CC2=O)cc1 (stereo not given)	-9.4%
CC(C)Oc1ccc(CNC(=O)CN2C(=O)c3cccnc3Oc3ccc(Cl)cc32)cc1	5.3%[15.4 µM]
COc1ccc(-c2[nH]c(-c3ccc(F)cc3)nc2SCC(=O)Nc2ccc(OC)c(OC)c2)cc1	5.6%
O=C(Cn1cc(S(=O)(=O)Cc2cccc(Cl)c2)c2ccccc21)NCc1ccccc1Cl	2.2%[15.4 µM]
Cc1ccc(CCNC(=O)c2cc3c(=O)n(C)c4ccccc4c3n2C)cc1	3.1%
CCN(C(=O)C1CCCN(c2ncnc3c2nc2n3CCCCC2)C1)c1cccc(C)c1 (stereo not given)	-6.2%
COc1cc(Cl)c(C)cc1NC(=O)CCc1nc2cccnc2n1Cc1cccs1	-5.1%
COc1ccc(C2c3c(n(C)c4ccccc34)C(=O)N2CC(=O)Nc2ccccc2Cl)cc1 (stereo not given)	-0.9%[15.4 µM]
Cc1noc(C)c1C(=O)N1CCC2(CCCN(C(=O)Nc3cccc(F)c3)C2)CC1	1.4%
Cc1ccc(CNC(=O)c2cnc3c(-c4ccccc4)c(C)nn3c2C)o1	-7.0%
Cc1nc(Oc2ccccc2C)c2oc3ccccc3c2n1	-8.7%
Cc1ccc(NC(=O)CSc2nc(-c3cccs3)nc3cc(=O)[nH]n23)cc1	-4.9%

# Next section, overlapping the part above by seven compounds.
compound	Tb PYK inh
CCN(C(=O)C1CCCN(c2ncnc3c2nc2n3CCCCC2)C1)c1cccc(C)c1 (stereo not given)	-6.2%
COc1cc(Cl)c(C)cc1NC(=O)CCc1nc2cccnc2n1Cc1cccs1	-5.1%
COc1ccc(C2c3c(n(C)c4ccccc34)C(=O)N2CC(=O)Nc2ccccc2Cl)cc1 (stereo not given)	-0.9%[15.4 µM]
Cc1noc(C)c1C(=O)N1CCC2(CCCN(C(=O)Nc3cccc(F)c3)C2)CC1	1.4%
Cc1ccc(CNC(=O)c2cnc3c(-c4ccccc4)c(C)nn3c2C)o1	-7.0%
Cc1nc(Oc2ccccc2C)c2oc3ccccc3c2n1	-8.7%
Cc1ccc(NC(=O)CSc2nc(-c3cccs3)nc3cc(=O)[nH]n23)cc1	-4.9%
CC(C)NC(=O)N1CCCC2(CCN(C(=O)c3cccc(F)c3)CC2)C1	3.9%
CCOc1ccc(NC(=O)c2ccc3c(=O)n4nc(Nc5ccccc5C)sc4nc3c2)cc1	-10.3%
O=c1c(S(=O)(=O)c2cccc(Cl)c2)cn(Cc2ccccc2)c2cc(N3CCCCC3)c(F)cc12	-3.4%
COc1ccccc1NC(=O)CSC1=Nc2ccccc2N=C(c2ccc(F)cc2)C1	1.7%
Cc1ccc2nc(N3CCN(c4cccc(C(F)(F)F)c4)CC3)c3nnnn3c2c1	2.9%
CCCCOC(=O)c1cccc(NC(=O)c2cc3ccccc3o2)c1	1.2%
CCn1ccc2cc(S(=O)(=O)N3CCCN(C(=O)NCC(C)C)CC3)ccc21	0.0%
O=C(C1CCC(Cn2c(=O)c3sccc3n(Cc3ccccc3F)c2=O)CC1)N1CCOCC1 (stereo not given)	1.4%
Cc1ccccc1C(=O)Nc1ccccc1C(=O)OCc1cc(=O)n2nc(C3CC3)sc2n1	1.7%
CCn1c(=O)c2cc(C(=O)Nc3cccc(C(F)(F)F)c3)sc2c2ccccc21	-7.8%
CC(C)c1ccc(S(=O)(=O)N2CCN(CC(=O)Nc3ccccc3C(F)(F)F)CC2)cc1	-0.3%
CCCCCOC(=O)CSc1nc2sc3c(c2c(=O)n1Cc1ccccc1)CC(C)(CC)OC3 (stereo not given)	1.1%
CCn1ccc2cc(S(=O)(=O)N3CCCN(C(=O)Nc4ccccc4OC)CC3)ccc21	-3.9%
COCCNC(=O)c1ccc(-n2c(-c3ccccc3)cc3c2CCC(C)C3)cc1 (stereo not given)	0.1%
COc1ccc(-c2noc(C3CC(=O)N(c4ccc(C)c(F)c4)C3)n2)c(OC)c1 (stereo not given)	-0.2%
O=C(CCc1nnc2n(Cc3ccccc3Cl)c(=O)c3ccccc3n12)Nc1ccc(F)c(F)c1	-5.0%
CCn1cc2c(n1)-c1c(oc(C(=O)Nc3cccc(C(F)(F)F)c3)c1C)CC2	-4.6%
CCOc1ccccc1C(=O)N1CCN(CCc2ccccn2)CC1	0.1%
Cc1cc(Cl)ccc1NC(=O)C1CCN(c2nnc(-n3c(C)ccc3C)s2)CC1	-1.8%
O=C(Cn1cc(SCc2ccc(F)cc2)c2ccccc21)N1CCCCCC1	-7.3%
O=C(NC1CC(=O)N(c2ccc(F)cc2)C1)C(c1ccccc1)c1ccccc1 (stereo not given)	1.2%
CCOc1ccc(-n2c(SCC(=O)N3CCCCCC3)nc3c([nH]c4ccccc43)c2=O)cc1	2.4%
Cc1ccc(C)c(Cn2c(=O)n(-c3ccc(Cl)cc3)c(=O)c3c4c(sc32)CCC4)c1	4.9%
COc1ccc(NC(=O)Cn2c(=O)n(Cc3ccc(C(=O)NCc4ccccc4Cl)cc3)c(=O)c3ccccc32)cc1OC	1.0%
O=S(=O)(Nc1cccc(C(F)(F)F)c1)c1ccc(-c2cnc(C3CC3)o2)cc1	-7.3%
Cc1cc(OCC(=O)Nc2cc(-c3nc4ncccc4o3)ccc2C)ccc1Cl	-7.3%
CC(=O)C1=C(c2ccc(Cl)c(Cl)c2)N(C(C)=O)n2c(nnc2-c2ccccc2)S1	7.7%
O=S(=O)(c1ccccc1)c1nc(-c2ccc(Cl)cc2Cl)oc1N1CCCCCC1	2.3%
Cc1ccccc1NC(=O)Cn1c(=O)n(CCc2ccccc2)c(=O)c2ccccc21	-2.0%
CC(C)C(=O)NCC1(N(C)C)CCCCC1	-27.3%
CCc1ccc(NC(=O)c2ccc(F)c(S(=O)(=O)N3CCN(c4ccc(OC)cc4)CC3)c2)cc1	-6.3%
CCOc1nc(-c2ccccc2)ccc1-c1noc(-c2ccc(C)cc2)n1	6.3%
CCOC(=O)C1CCC(CN(Cc2cccc(Br)c2)S(=O)(=O)c2ccc(C)cc2)CC1 (stereo not given)	0.4%
CN(C)Cc1ccccc1	2.8%
CCOc1ccc(-c2nonc2NC(=O)c2ccccc2C)cc1	0.0%
COc1ccc(NC(=O)c2oc3ccccc3c2NC(=O)c2cccc(F)c2)c(OC)c1	-5.7%
CCC1CN(C(=O)N2CCC(C(=O)NCc3cccc(C)c3)CC2)c2ccccc2O1 (stereo not given)	1.1%

# Screens (PubChem BioAssay)
